Bioassay records (PubChem)
A549 tox: kills or reduces viability of A549 cells in Nrf2 counter-screen; AID 504648; 390,000 compounds, 0.16% hits; A549 ARE-Fluc cells, CellTiter-Fluor viability, 18-24 h; Potency, µM (titrated, usually from 46 µM), inactives show at the highest dose activity change, negative = cytotoxicity, actives largely listed as inhibitors; note: % is set by controls: 0 for no effect and ±100 for the full control effect
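A549 ARE-Fluc cells in 5% FBS OPTI-MEM, 5000 cells/well, rested 2 h then exposed to compounds in concentration-response for 18-24 h at 37 °C. Viability by CellTiter-Fluor fluorescence (Ex 405/Em 525) after 30 min; luciferase luminescence (BugLite, 15 min, RT) read afterwards.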
S2 tox: viability counter-screen for ATXN expression inhibitors; S2 cells (HEK-293 line with an ATXN2-luciferase reporter) viability, CellTiter-Fluor protease fluorescence, 24 h; Potency, µM (doses to about 56.7 µM), most hits filed as cytotoxic; 400,000 compounds, 0.49% hits; note: nearly all actives have a fitted effect of over 40% in size
HepG2 viability: HepG2 cytotoxicity, counter-screen for TGF-b inhibitors; Potency, µM (highest dose often 46.1 µM), for the others: top-dose activity change, negative = cytotoxicity, actives largely listed as cytotoxic; 410,000 compounds, 0.76% hits; HepG2 CAGA-GFP viability, ATP luminescence, 18 h; note: some results filed as inactive show a strong effect at the top dose
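CellTiter-Glo luminescence gave cytotoxicity after 18 hours at 37 degrees C. The cells were HepG2 CAGA-GFP in 1% FBS DMEM, stimulated with 500 pg/mL TGF-beta after compound addition. %Activity was normalised to no-cell wells (complete cell-killing) and DMSO (no toxicity), and curves were fitted and classified.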
ATXN2 expr inh: ATXN2 expression inhibition; HEK-293 ATXN2-luciferase reporter, luminescence, 24 h; Potency, µM (doses to about 57 µM), without a hit: at the highest dose activity change, negative = inhibition, usual class: inhibitors; 360,000 compounds, 0.72% hits; AID 1745845; note: % is set by controls: 0 for no effect and ±100 for the full control effect; nearly all actives have a fitted effect of over 55% in size
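ATXN2-luciferase reporter cells (luciferase flanked by upstream and downstream ATXN2 gene portions) were treated 24 h at 37 °C with compounds at up to 57 uM. SteadyGlo luminescence gave expression; GF-AFC fluorescence gave viability.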
MCF10A rerep: induces DNA re-replication in MCF 10a normal breast cells; 350,000 compounds, 2.9% hits; Potency, µM (series often up to 46.1 µM), for the others: top-dose activity, positive = re-replication, actives largely listed as activators; MCF 10A DNA re-replication, Hoechst nuclear intensity, 48 h; note: % of control where 0% means no effect; nearly all actives have a fitted effect of over 50% in size
Nrf2 block: inhibitors of Nrf2 signaling; A549 ARE-Fluc reporter, luciferase luminescence, 18-24 h; Potency, µM (highest dose often 46 µM), without a hit: top-dose activity change, negative = inhibition, hits mostly inhibitors; 360,000 compounds, 2.1% hits; AID 504444; note: % is set by controls: 0 for no effect and ±100 for the full control effect; nearly all actives have a fitted effect of over 60% in size
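Reporter: ARE-Fluc in A549. Exposure: 18-24 h, 37 °C, 5% CO2, 5% FBS OPTI-MEM. Readouts: fluorescent cytotoxicity (CellTiter-Fluor), then luminescent Nrf2 signal after BugLite.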
TGFb SMAD3 inh: blocks TGF-b signaling. HepG2 CAGA-GFP TGF-b/SMAD3 reporter, GFP fluorescence, 18 h; TGF-beta stimulated, 500 pg/mL final. Potency, µM (highest dose often 46.1 µM), for the others: at the top dose activity, negative = inhibition, actives largely listed as inhibitors. 410,000 compounds, 1.2% hits. AID 588855; note: % is set by controls: 0 for no effect and ±100 for the full control effect; nearly all actives have a fitted effect of over 65% in size
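Read-out: total well GFP (ex488/em500-530) summed from mean per-cell fluorescence. Cells: HEPG2 CAGA-GFP, 1% FBS DMEM, 18 h at 37 degrees C with 500 pg/mL final TGF-beta. Unstimulated wells served as the full-inhibition control; stimulated DMSO wells = 0%.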
Nrf2 activator: Nrf2 pathway activation. Potency, µM (highest dose often 46.1 µM), for inactives: at the highest dose activation, usual class: activators. AREc32 ARE-luciferase reporter (MCF7-derived line), luminescence, 24 h. 410,000 compounds, 0.31% hits; note: % of control where 0% means no effect; nearly all actives have a fitted effect of over 65% in size
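Each well held 1000 AREc32 cells, which were incubated with compound for 24 hr at 37 deg C after overnight attachment, and ARE reporter activity was quantified by firefly luciferase luminescence.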
EPAC2 antag: EPAC2 (human) antagonism; Q8WZA2; EPAC2 GEF exchange of Rap1B-BODIPY-GDP, fluorescence; Potency, µM (top dose mostly 114 µM), inactives show top-dose activity, negative = inhibition, actives largely listed as inhibitors; 360,000 compounds, 0.18% hits; note: % is set by controls: 0 for no effect and ±100 for the full control effect; nearly all actives have a fitted effect of over 45% in size; many of its hits are not listed in these tables
Target sequence (Q8WZA2 whole entry, looked up): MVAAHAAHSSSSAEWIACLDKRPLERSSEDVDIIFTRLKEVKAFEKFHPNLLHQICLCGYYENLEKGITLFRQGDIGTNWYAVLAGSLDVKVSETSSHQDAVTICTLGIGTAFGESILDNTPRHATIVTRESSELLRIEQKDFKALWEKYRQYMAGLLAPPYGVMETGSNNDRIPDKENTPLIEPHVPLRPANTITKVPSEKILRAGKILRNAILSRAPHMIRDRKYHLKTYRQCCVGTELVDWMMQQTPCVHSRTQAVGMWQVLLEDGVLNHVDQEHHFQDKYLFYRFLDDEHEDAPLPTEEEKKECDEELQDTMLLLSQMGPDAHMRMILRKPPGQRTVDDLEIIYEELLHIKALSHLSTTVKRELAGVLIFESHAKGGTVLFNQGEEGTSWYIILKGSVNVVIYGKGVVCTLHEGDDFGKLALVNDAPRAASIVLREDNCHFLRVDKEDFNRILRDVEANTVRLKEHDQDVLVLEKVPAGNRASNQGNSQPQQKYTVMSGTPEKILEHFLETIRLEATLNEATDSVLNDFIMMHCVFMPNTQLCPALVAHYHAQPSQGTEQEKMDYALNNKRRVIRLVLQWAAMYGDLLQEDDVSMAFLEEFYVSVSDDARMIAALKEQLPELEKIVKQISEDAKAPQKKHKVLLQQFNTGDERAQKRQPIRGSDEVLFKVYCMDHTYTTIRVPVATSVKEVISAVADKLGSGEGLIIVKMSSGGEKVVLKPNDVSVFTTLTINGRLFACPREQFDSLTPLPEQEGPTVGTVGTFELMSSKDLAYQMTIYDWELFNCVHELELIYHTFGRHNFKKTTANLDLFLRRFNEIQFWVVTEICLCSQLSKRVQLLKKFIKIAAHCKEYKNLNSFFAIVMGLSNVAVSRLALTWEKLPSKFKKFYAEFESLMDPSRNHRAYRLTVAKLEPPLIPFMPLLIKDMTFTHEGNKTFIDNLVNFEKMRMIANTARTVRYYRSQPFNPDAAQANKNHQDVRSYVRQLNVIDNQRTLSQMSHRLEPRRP
An asterisk follows results filed as active; [ ] = remark or other dose. Calls come from the whole dose curve; as a rule, active = well fitted curve in the direction sought with a large enough effect; inconclusive = small, poorly fitted or top-dose-only effect, or another doubt; inactive = no such curve, though single readings can be large; an effect the other way counts as inactive or inconclusive. Potency is the fitted concentration of half-maximal effect. Some of the compounds tested; rates above refer to the full screens.

Results for COc1ccc(CCn2c(C)cc3c(c2=O)C(c2ccncc2)C(C#N)=C(N)O3)cc1OC (configuration not stated) ?
A549 tox: -11.0%; S2 tox: inactive; HepG2 viability: 5.0%; ATXN2 expr inh: 2.0%; MCF10A rerep: -2.1%; Nrf2 block: 6.6%; TGFb SMAD3 inh: -6.7%; Nrf2 activator: -0.5%; EPAC2 antag: 0.9%

Results for CC(C)n1c(O)c(N=Nc2ccc(Cl)nn2)c2ccccc21 ?
A549 tox: 0.8%; S2 tox: inconclusive; HepG2 viability: -4.4%; ATXN2 expr inh: 4.9%; MCF10A rerep: 0.3%; Nrf2 block: 8.3%; TGFb SMAD3 inh: 38.5%[activator]; Nrf2 activator: 2.1%; EPAC2 antag: 26.9%

How did O=c1c2ccccc2sn1-c1ccc(S(=O)(=O)N2CCOCC2)cc1 do in these assays?
A549 tox: 9.5%; HepG2 viability: -20.0%; Nrf2 block: inconclusive; TGFb SMAD3 inh: -26.0%

How did Cc1ccc(N2NC3(CCN(C(N)=O)CC3)NC2=O)cc1 do in these assays?
A549 tox: -5.5%; S2 tox: inactive; HepG2 viability: 6.0%; ATXN2 expr inh: -30.7%; MCF10A rerep: 5.0%; Nrf2 block: -9.8%; TGFb SMAD3 inh: 16.2%; Nrf2 activator: 0.3%; EPAC2 antag: 5.9%

How did Cc1ccc(S(=O)(=O)N2CCCCC2CCNC(=O)C(=O)NCc2ccccc2)cc1 (configuration not stated) do in these assays?
A549 tox: inconclusive; S2 tox: inactive; HepG2 viability: -3.0%; ATXN2 expr inh: -14.9%; MCF10A rerep: inconclusive; Nrf2 block: inconclusive; TGFb SMAD3 inh: -20.2%; Nrf2 activator: 0.2%; EPAC2 antag: -5.5%

What do the screens show for `CC(=O)c1sc(NC(=O)c2ccc(C)cc2)nc1C`?
A549 tox: 6.0%; S2 tox: inconclusive; HepG2 viability: -1.8%; ATXN2 expr inh: 14.9%; MCF10A rerep: -3.2%; Nrf2 block: inconclusive; TGFb SMAD3 inh: 8.3%; Nrf2 activator: -0.7%; EPAC2 antag: 10.1%

Results for Clc1ccc(Cn2nnc3ccccc32)cc1 ?
A549 tox: 11.4%; S2 tox: inactive; HepG2 viability: -23.6%; ATXN2 expr inh: -7.0%; MCF10A rerep: 3.7%; Nrf2 block: inconclusive; TGFb SMAD3 inh: inconclusive; Nrf2 activator: 2.5%; EPAC2 antag: 6.4%

How did COc1ccc(C(=O)c2cnc3ccccc3c2-c2ccccc2)cc1 do in these assays?
A549 tox: -11.4%; S2 tox: inactive; HepG2 viability: -13.9%; ATXN2 expr inh: 4.1%; MCF10A rerep: 18.4µM*; Nrf2 block: inconclusive; TGFb SMAD3 inh: 0.0%; Nrf2 activator: 0.0%; EPAC2 antag: -19.9%

Results for CC(C)CCNC(=O)C(C)N(Cc1ccc(F)cc1)C(=O)c1ccc(CN2CCOCC2)o1 (configuration not stated) ?
A549 tox: 1.0%; S2 tox: inactive; HepG2 viability: -2.8%; ATXN2 expr inh: -3.0%; MCF10A rerep: -4.0%; Nrf2 block: 9.5%; TGFb SMAD3 inh: 1.1%; Nrf2 activator: -0.3%; EPAC2 antag: -0.6%

Results for C=CCNC(=S)/N=c1/ccccn1CC ?
A549 tox: -0.6%; S2 tox: inconclusive; HepG2 viability: -3.3%; ATXN2 expr inh: -0.3%; MCF10A rerep: 0.1%; Nrf2 block: 3.0%; TGFb SMAD3 inh: inconclusive; Nrf2 activator: -1.2%; EPAC2 antag: 12.1%

Results for CN(CC(=O)Nc1ccc(Cl)c(C(F)(F)F)c1)C(=O)Cc1c[nH]c2ccccc12 ?
A549 tox: inconclusive; S2 tox: inconclusive; HepG2 viability: 23.6%; ATXN2 expr inh: -4.9%; MCF10A rerep: inconclusive; Nrf2 block: inconclusive; TGFb SMAD3 inh: inconclusive; Nrf2 activator: 3.3%; EPAC2 antag: -12.6%

Results for CCOc1ccc(Br)cc1S(=O)(=O)Nc1ccc(NC(=O)c2ccccc2F)cc1 ?
A549 tox: -14.8%; S2 tox: inconclusive; HepG2 viability: -63.6%; ATXN2 expr inh: -17.0%; MCF10A rerep: 2.3%; Nrf2 block: -31.3%; TGFb SMAD3 inh: inconclusive; Nrf2 activator: 2.5%; EPAC2 antag: 4.3%

How did CCCOc1ccc(-c2c(C(=O)N/N=C/c3cccnc3)nnn2-c2nonc2N)cc1 do in these assays?
A549 tox: 0.5%; S2 tox: inactive; HepG2 viability: 0.8%; MCF10A rerep: -1.6%; Nrf2 block: 6.3%; TGFb SMAD3 inh: -8.8%; Nrf2 activator: -0.1%; EPAC2 antag: 12.5%

Results for Cc1ccccc1-n1c(SC2CCOC2=O)nnc1-c1ccncc1 (configuration not stated) ?
A549 tox: -1.5%; S2 tox: inactive; HepG2 viability: -4.0%; ATXN2 expr inh: 2.9%[11.3 µM]; MCF10A rerep: 1.2%; Nrf2 block: -6.3%; TGFb SMAD3 inh: -1.0%; Nrf2 activator: 0.1%; EPAC2 antag: 1.6%

What do the screens show for `Cc1cc(C)c(S(=O)(=O)Nc2ccc(C(=O)O)cc2)cc1S(=O)(=O)Nc1ccc(C(=O)O)cc1`?
A549 tox: 0.4%; S2 tox: inactive; HepG2 viability: 4.9%; ATXN2 expr inh: 15.6%; MCF10A rerep: 0.6%; Nrf2 block: 22.5%; TGFb SMAD3 inh: 22.8%; Nrf2 activator: 0.3%; EPAC2 antag: 14.0%

No new results follow: entries from further up.
Results for Cc1ccccc1-n1c(SC2CCOC2=O)nnc1-c1ccncc1 (configuration not stated) ?
A549 tox: -1.5%; S2 tox: inactive; HepG2 viability: -4.0%; ATXN2 expr inh: 2.9%[11.3 µM]; MCF10A rerep: 1.2%; Nrf2 block: -6.3%; TGFb SMAD3 inh: -1.0%; Nrf2 activator: 0.1%; EPAC2 antag: 1.6%

What do the screens show for `Cc1cc(C)c(S(=O)(=O)Nc2ccc(C(=O)O)cc2)cc1S(=O)(=O)Nc1ccc(C(=O)O)cc1`?
A549 tox: 0.4%; S2 tox: inactive; HepG2 viability: 4.9%; ATXN2 expr inh: 15.6%; MCF10A rerep: 0.6%; Nrf2 block: 22.5%; TGFb SMAD3 inh: 22.8%; Nrf2 activator: 0.3%; EPAC2 antag: 14.0%

Next part:
Results for COc1ccccc1-c1cc(C(=O)N2CCN(c3ccc(F)cc3)CC2)no1 ?
A549 tox: 2.3%; S2 tox: inactive; HepG2 viability: -77.2%; ATXN2 expr inh: -21.6%; MCF10A rerep: 0.8%; Nrf2 block: inconclusive; TGFb SMAD3 inh: inconclusive; Nrf2 activator: -0.1%; EPAC2 antag: -1.6%

How did COc1ccc([C@H]2C[C@@H](O)[C@H](n3cc(-c4ccc(F)cc4)nn3)CN2C(=O)C2CCCCC2)cc1 do in these assays?
S2 tox: inconclusive; HepG2 viability: -1.3%; ATXN2 expr inh: 1.5%; TGFb SMAD3 inh: 0.6%; Nrf2 activator: -0.5%; EPAC2 antag: 4.0%

How did O=C(c1ccco1)N1CCN(S(=O)(=O)c2ccc3[nH]c(=O)oc3c2)CC1 do in these assays?
A549 tox: -6.6%; S2 tox: inactive; HepG2 viability: -89.9%; ATXN2 expr inh: -11.5%; MCF10A rerep: -2.4%; Nrf2 block: 4.1%; TGFb SMAD3 inh: 0.2%; Nrf2 activator: 0.3%; EPAC2 antag: -1.7%

Results for COc1ccc(C(C(=O)NC2CCCCC2)N(C(=O)c2snc(C(N)=O)c2N)c2ccccc2OC)cc1 (configuration not stated) ?
A549 tox: -11.9%; S2 tox: inactive; HepG2 viability: -9.6%; ATXN2 expr inh: inconclusive; MCF10A rerep: inconclusive; Nrf2 block: 2.5%; TGFb SMAD3 inh: inconclusive; Nrf2 activator: 0.5%; EPAC2 antag: -8.5%

How did c1ccc(SCc2cn(C[C@H]3CC[C@@H]([C@@H]4CC[C@H](Cn5cc(CSc6ccccc6)nn5)O4)O3)nn2)cc1 do in these assays?
A549 tox: -8.0%; S2 tox: inconclusive; HepG2 viability: -16.7%; ATXN2 expr inh: inconclusive; MCF10A rerep: 10.8%; Nrf2 block: -20.6%; TGFb SMAD3 inh: inconclusive; Nrf2 activator: -1.0%; EPAC2 antag: -0.7%

Results for Cn1c(SCC(=O)Nc2ccccc2)nnc1-c1ccc2nonc2c1 ?
A549 tox: -0.5%; S2 tox: inactive; HepG2 viability: 7.5%; ATXN2 expr inh: 4.4%; MCF10A rerep: 4.8%; Nrf2 block: -9.0%; TGFb SMAD3 inh: -11.0%; Nrf2 activator: -0.2%; EPAC2 antag: 5.4%

What do the screens show for `COC(=O)c1nc2n(n1)C(c1cccc(Cl)c1)C(C(=O)Nc1ccccc1OC)=C(C)N2` (configuration not stated)?
A549 tox: -3.0%; S2 tox: inactive; HepG2 viability: -38.4%; ATXN2 expr inh: -0.7%; Nrf2 block: 11.8%; TGFb SMAD3 inh: inconclusive; Nrf2 activator: 3.7%

Results for Cc1ccc(CC(=O)NCCCn2ccnc2)cc1 ?
A549 tox: 3.0%; S2 tox: inactive; HepG2 viability: 1.9%; ATXN2 expr inh: 12.6%; MCF10A rerep: 2.4%; Nrf2 block: 14.8%; TGFb SMAD3 inh: 4.0%; Nrf2 activator: -0.2%; EPAC2 antag: 13.4%

What do the screens show for `CCOC(=O)C(Cc1ccccc1)C(=O)Nc1cccc2ccccc12` (configuration not stated)?
A549 tox: 2.1%; S2 tox: inactive; HepG2 viability: -20.3%; ATXN2 expr inh: 0.5%; MCF10A rerep: -1.4%; Nrf2 block: 4.0%; TGFb SMAD3 inh: -14.2%; Nrf2 activator: -0.7%; EPAC2 antag: 3.4%

Results for O=C1c2ccccc2S(=O)(=O)N1Cc1nc2ccccc2s1 ?
A549 tox: -3.9%; S2 tox: inactive; HepG2 viability: -5.3%; ATXN2 expr inh: 3.98µM*; MCF10A rerep: -2.1%; Nrf2 block: 13µM*; TGFb SMAD3 inh: -5.5%; Nrf2 activator: -0.9%; EPAC2 antag: 15.9%

Results for Cc1nn(C)c2c1c(C(F)(F)F)cc(=O)n2C(C)C(=O)NCCc1ccc(Cl)cc1 (configuration not stated) ?
A549 tox: 4.2%; S2 tox: inactive; HepG2 viability: -1.8%; ATXN2 expr inh: 3.5%; Nrf2 block: -10.0%; TGFb SMAD3 inh: 5.1%; Nrf2 activator: 0.1%
